TAG inh = reduces triacylglycerol accumulation in H9c2 cells. inhibition, % at 12.5 µM. 0.66% of 230,000 active. Nile Red lipid (TAG) fluorescence; cells loaded with 200 µM oleic acid. AID 651582;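 active = pattern-corrected inhibition of lipid staining of at least 50% with the nuclear-stain viability signal not falling by more than 50%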;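 also: 0% = DMSO wells and 100% = triacsin C control wells; some results filed as inactive read as strong as hits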
TAG inh DAPI viability = further read-out of TAG inh, marked with its call; DAPI nuclei signal change (viability), lower = more cytotoxic, %;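 whole-well DAPI fluorescence read on a plate reader as a viability signal; minus 50 percent equals half of cells still viable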
The depositor's hits bear a star; & = joins results of further samples.

Sequence of screens: TAG inh, TAG inh DAPI viability
- COc1ccc(N2C(=O)CCC(C(=O)NCCCN3CCC(C)CC3)C2c2ccc(OC)c(OC)c2)cc1 (stereo not drawn)
    -4, 2
- COc1cccc(OC)c1OCCCCc1c(C)n[nH]c1C
    11, 4
- CCOC(=O)C1=C(COC(=O)/C=C/c2cccc(OC)c2)NC(=O)NC1C (stereo not drawn)
    -16, 5
- Cc1cccnc1NC(=O)CN1C(=O)COc2ccc(Cl)cc21
    0, -5
- Cc1nn(Cc2ccccc2Cl)c(Cl)c1/C=C/C(=O)OCC(=O)NC1CCS(=O)(=O)C1 (stereo not drawn)
    2, 3
- COc1ccc(-c2nc(SC)n(C)c(=O)c2C#N)cc1OC
    -33, 7
- Cc1ccc(C(=O)CS(C)(=O)=O)cc1
    7, 8
- CC(C#Cc1c([C@@H](C)Oc2ccccc2)nnn1Cc1ccccc1)Oc1ccccc1 (stereo partly drawn)
    -31, 1
- CSc1ccc(/C=C2\NC(=O)NC2=O)cc1
    -5, -2
- CSC1=NCCN1C(=O)c1cccc(Br)c1
    11, -5
- Cn1cc(Cc2ccc(C(=O)NCc3ccccc3)cn2)c2ccccc21
    -9, 11
- Cn1c(=S)sc2ccc3ccccc3c21
    -15, 6
- COc1cc(-c2ccc3oc(-c4ccsc4)cc(=O)c3c2)cc(OC)c1OC
    -40, 9
- COc1ccccc1OCCn1c(=O)oc2ccc(C)cc21
    9, 0
- C[C@H]1CC[C@]2(O[C@@H](CCO)C[C@@H](O)[C@@H]2O)O1
    -5, 3
- Cc1ccccc1S(=O)(=O)NC(=O)C1(C)CCN1C(=O)COc1ccc(Cl)cc1 (stereo not drawn)
    10, -4
- O=C(NC1CCSc2ccccc21)c1ccccc1Cl (stereo not drawn)
    -14, -4
- CCC1CCCCN1S(=O)(=O)c1ccc(NC(=O)C2CCCO2)cc1 (stereo not drawn)
    -9, -8
- O=C1CCCC(O)=C1C=Nc1ccc(O)cc1
    11, -4
- O=C1c2ccccc2NC2CCCCCN12 (stereo not drawn)
    -4, 10
- CN(C)c1cccc(CNC(=O)c2ccc3sc([C@@H]4O[C@H](CO)[C@H](O)[C@H](O)[C@H]4O)nc3c2)c1
    -2, -6
- COc1ccc(Cl)c2sc(N(CCN(C)C)C(=O)CCS(=O)(=O)c3ccc(C)cc3)nc12
    10, -4
- C=CCn1c(=O)c2ccccc2n2nnc(C(=O)OCC)c12
    -1, -5
- O=C(Nc1ccc(F)cc1)c1ccc(CN2CCc3ccccc3C2)cc1
    1, -7
- Cc1ccnc(SCCn2c(N3CCN(C)CC3)nc3c2c(=O)n(C)c(=O)n3C)n1
    -11, 0
- CCN1CCN(c2ccc(N=Cc3ccc(O)cc3O)cc2)CC1
    4, -13
- COc1ccccc1NC(=O)c1cccc(S(=O)(=O)N2CCOCC2)c1
    -31, 5
- Cc1cn(CC(=O)NCCCc2ccccc2)c(=O)[nH]c1=O
    -12, 10
- O=C(CN1CCCCC1)Nc1ccc(F)c(Cl)c1
    -6, 5
- COc1cc(OC)c(OC)cc1/C=N/NC(=O)c1cccc(S(=O)(=O)N2CCOCC2)c1
    -4, -10
- Cc1ccc(CNC(=O)C(=O)NCC2OCCCN2S(=O)(=O)c2ccc(F)cc2)cc1 (stereo not drawn)
    22, -8
- COc1ccc(-c2nc(C#N)c(NCCN(C)C)o2)cc1
    7, 27
- CSc1ccccc1OCc1cc(C(=O)NCCCn2nc(C)cc2C)no1
    -6, 1
- COc1ccccc1N1CCN(CC(=O)Nc2nc(C)c(C(=O)N(C)C)s2)CC1
    1, 4
- O=C(Nc1ccc(F)cc1)Nc1ccc(Oc2ncnc3cc(Cl)ccc23)nc1
    -2, 10
- OCC[C@H]1C[C@H](O)[C@@H](O)[C@]2(CCCO2)O1
    -6, 8
- Cc1ccc(-n2ncc3c2CCCC3NC(=O)c2csnn2)cc1C (stereo not drawn)
    -38, -2
- COc1ccc(-c2nsc(SCC(=O)NCC3CCCO3)n2)cc1 (stereo not drawn)
    -16, 2
- CC(C)(C)C(=O)Nc1nc(NC(=O)C(C)(C)C)nc(-c2ccccc2Cl)n1
    5, 2
- Cc1coc(C)c1C(=O)CC1(O)C(=O)N(Cc2ccccc2)c2ccccc21 (stereo not drawn)
    -8, 7

Quoted from the listing.
In TAG inh DAPI viability, `CSc1ccccc1OCc1cc(C(=O)NCCCn2nc(C)cc2C)no1` reads 1
In TAG inh, `Cc1ccc(-n2ncc3c2CCCC3NC(=O)c2csnn2)cc1C` (stereo not drawn) reads -38

Remaining list, next part
Sequence of screens: TAG inh, TAG inh DAPI viability
- O=C(O)c1ccc(NS(=O)(=O)/C=C/c2ccccc2)cc1
    -2, -2
- CN(C)c1nc(OCCNC(=O)Nc2ccccc2)nc(N2CCOCC2)n1
    32, 0
- Cc1cccc(N=Cc2ccccc2O)c1C
    7, 4
- Cc1nnc(NC(=O)C(C)Oc2ccc3c(C)cc(=O)oc3c2)s1 (stereo not drawn)
    -5, 3
- Cc1[nH]c(=S)[nH]c(=O)c1Cc1c(O)ccc2ccccc12
    -8, 5
- CCCC(=O)Nc1ccc(NC(=O)Cc2ccccc2)cn1
    -10, 8
- Cc1ccc(C(=O)N/C(=C\c2ccco2)C(=O)NCCN2CCOCC2)cc1C
    4, 0
- CN(NC1OC(=O)c2ccccc21)c1ccc(Cl)cc1[N+](=O)[O-] (stereo not drawn)
    -6, 1
- CN(C1=NC(=O)C(CC(=O)O)S1)c1ccc(O)cc1 (stereo not drawn)
    15, -10
- CN1CCc2c(c3ccccc3n2Cc2ccccc2)C1
    8&17, -1&2

2 of the compounds above, with each value named.
Cc1ccc(C(=O)N/C(=C\c2ccco2)C(=O)NCCN2CCOCC2)cc1C
  TAG inh: 4
  TAG inh DAPI viability: 0
CN(NC1OC(=O)c2ccccc21)c1ccc(Cl)cc1[N+](=O)[O-] (stereo not drawn)
  TAG inh: -6
  TAG inh DAPI viability: 1

The listing continues.
Sequence of screens: TAG inh, TAG inh DAPI viability
- CCC1(CC)NC(=O)N(CC(=O)NCc2ccc3c(c2)OCO3)C1=O
    12, -5
- COc1ccc(CN2CCN(Cc3c[nH]c4ccccc34)CC2)c(OC)c1
    8, 13
- CCN(CC(=O)Nc1c(F)cccc1F)C(=O)CCNS(=O)(=O)c1ccccc1C(F)(F)F
    -7, -1
- CCOc1ccc(NS(=O)(=O)c2ccc(C(=O)NCC3CCCO3)cc2)cc1 (stereo not drawn)
    0, -17
- Cc1ccnc(NC(=O)Cc2ccc([N+](=O)[O-])cc2)c1
    15, -18
- O=C(COC(=O)Cc1ccc2c(c1)OCCO2)Nc1ccc(S(=O)(=O)N2CCCC2)cc1
    9, -4
- CCOc1ccc(C(=O)N(CC)CC(=O)Nc2ccc3c(c2)OCCO3)cc1
    9, -5
- COCC(=O)Nc1ccc(OC)c(Cl)c1
    21, 4
- O=[N+]([O-])c1c(Nc2ccccc2O)cc(Cl)c2nonc12
    74, -71
- CCCCCC[C@@H]([C@@H](C)O)n1cnc2c(N)ncnc21
    -21, 5

A second format for four compounds above:
> COCC(=O)Nc1ccc(OC)c(Cl)c1
  TAG inh: 21
  TAG inh DAPI viability: 4

> CCOc1ccc(NS(=O)(=O)c2ccc(C(=O)NCC3CCCO3)cc2)cc1 (stereo not drawn)
  TAG inh: 0
  TAG inh DAPI viability: -17

> CCC1(CC)NC(=O)N(CC(=O)NCc2ccc3c(c2)OCO3)C1=O
  TAG inh: 12
  TAG inh DAPI viability: -5

> O=C(COC(=O)Cc1ccc2c(c1)OCCO2)Nc1ccc(S(=O)(=O)N2CCCC2)cc1
  TAG inh: 9
  TAG inh DAPI viability: -4

Later entries.
Sequence of screens: TAG inh, TAG inh DAPI viability
- CC(=O)c1c(C)[nH]c(C(=O)OCC(=O)Nc2c(C)n(C)n(-c3ccccc3)c2=O)c1C
    -7, 57
- CN(C)c1ccc(P(=O)(OC2CCCCC2)C(O)c2ccncc2)cc1 (stereo not drawn)
    -5, -1
- C/C(N)=C(/C#N)C(=O)COC(=O)Cc1coc2ccc3ccccc3c12
    -9, 9
- Cc1cccc(Cl)c1NC(=S)NCCc1ccccn1
    4, -3
- CC[n+]1c(C)cc2c(sc3ccccc32)c1C
    -8, 5
- c1ccc(N2CCN(c3nccn4ccnc34)CC2)nc1
    -6, 3
- COc1ccc(OCc2cn(CC(=O)c3ccc(O)cc3)nn2)cc1
    2, -3
- CCSc1nnc(SCC(=O)NC2CCCCC2)s1
    5, -9
- CCOC(=O)CNC(=O)CSc1nc(N)cc(N)n1
    7, -2
- CCN(CC)c1ccc(-c2n[nH]c(=S)n2-c2ccccc2C)cc1
    -18, 1
- CCOC(=O)[C@H]1[C@H]2COc3ccc(Br)cc3[C@@H]2N2C(=O)c3ccc(Cl)cc3NC(=O)[C@@]12C
    -14, -14
- COc1ccc(OC)c(NC(=O)COC(=O)CN2C(=O)NC3(CCCC3)C2=O)c1
    7, 1
- COc1ccc(N2CCN(C(=O)CCNC(=O)c3ccc(C(C)(C)C)cc3)CC2)cc1
    10, 10
- CCOP(=O)(OCC)C(NC(C)=O)C(=O)c1ccccc1 (stereo not drawn)
    -12, 12
- O=C1c2ccccc2C(=O)C1c1nccc2ccccc12
    22, -7
- Cc1ccc(CCNC(=O)CS(=O)Cc2nc(-c3cccs3)oc2C)cc1 (stereo not drawn)
    -8, 6
- O=C(Nc1ccc(F)cc1F)Nc1csc2ccccc12
    -17, 3
- CCCCOc1cccc(/C=C(\C#N)C(=O)NC2CC2)c1
    -12, 4
- Cc1ccc(CNC(=S)Nc2cc(C(=O)O)ccc2C)cc1
    2, 3
- CC1=NN(C(N)=S)C(=O)C1N=Nc1ccccc1C(=O)O (stereo not drawn)
    2, -9
- CCN(CC)CCCNC(=O)C(C)n1c2ccccc2c2nc(=O)cc(C)n21 (stereo not drawn)
    10, 4
- CC[C@@H](C)[C@@H]1CN([C@@H](CN2CCC[C@H]2CN2C(N)=NC[C@@H]2Cc2ccccc2)C(C)C)C(=N)N1CCCC1CCCC1
    -43, 36
- CC1CCCCN1CC(=O)NC(c1ccccc1)c1ccccc1 (stereo not drawn)
    -7, 12
- CN1CCN(S(=O)(=O)c2cccc(C(=O)Nc3sccc3C(N)=O)c2)CC1
    -17, 2
- O=C1c2ccccc2C(=O)N1CC1c2ccccc2CCN1C(=O)N1CCOCC1 (stereo not drawn)
    2, 2
- C/C(=N/NS(=O)(=O)c1ccc(C)cc1)c1ccc2c(c1)OCO2
    4, -5
- COc1ccccc1C(C)NC(=O)c1ccc(NC(=O)CC2SC(N3CCCC3)=NC2=O)cc1 (stereo not drawn)
    16, -7
- COCc1cc(C)nc2sc(C(=O)Nc3nccs3)c(N)c12
    -4, 2
- CCCc1cc(=O)[nH]c(SCC(=O)N(CC)c2c(N)n(Cc3ccccc3)c(=O)[nH]c2=O)n1
    6, 6
- O=C(CCc1ccccc1)Nc1nc2nc(-c3ccccc3)cc(=O)n2[nH]1
    1, -4
- CCCN(CC(=O)Nc1ccccc1C)C(=O)CCNC(=O)c1ccccc1Cl
    2, -4
- CC(C)n1c(CN(C)c2ccccc2)nc2ccccc21
    -8, -10
- CC1CCN(c2ccc(C(=O)N3CCOCC3)cc2[N+](=O)[O-])CC1
    7, 3
- Cc1ccc2nc(-c3ccncc3)c(NC3CCCC3)n2c1
    1, -3
- CC(=O)c1ccccc1NC(=O)COC(=O)/C=C/c1ccc(OC(F)F)cc1
    -24, 3
- COC(=O)c1c(NC(=O)CSc2ncnc3[nH]ncc23)sc2c1CCC2
    5, -3
- CC(=O)Nc1c(Cl)cc(Cl)c2c1Cc1cc(Cl)ccc1-2
    -1, 0
- O=S(=O)(N/N=C\C=C\c1ccccc1)c1ccc(Br)cc1
    3, -7
- O=C(C1CCCCC1)N1CCc2[nH]c3ccc(F)cc3c2C1
    10, -10
- O=C(CC1C(=O)NCCN1C1CCCC1)NCc1cccc(OC(F)(F)F)c1 (stereo not drawn)
    13, -4
- COc1ccc(CN2CCN(C(=O)c3ccco3)CC2)cc1OC
    3, -7
- O=C(NCCCSc1ccccc1)c1cc(Cl)ccc1O
    -13, 3
- C=C(C)CSc1nc(C)c(Cc2ccccc2)c(=O)[nH]1
    -6, -1
- O=[N+]([O-])c1cccc(S(=O)(=O)c2cccc([N+](=O)[O-])c2)c1
    -5, 3
- CCn1c(N)c(Br)c(=O)[nH]c1=O
    28, -8
- C=CCSc1n[nH]c(=O)n1-c1cccc(C(F)(F)F)c1
    2, 0
- CN1C(=O)N(CC(=O)N2CCN(S(=O)(=O)/C=C/c3ccccc3)CC2)C(=O)C12CCCCC2
    6, 1
- CCS(=O)(=O)NCCCc1ccccc1
    -9, 21
- CN(C)S(=O)(=O)c1cccc(C(=O)Nc2cc(Cl)cc(Cl)c2)c1
    19, -7
- COc1ccc(CN2CCN(C(=O)c3cc(C4CC4)nn3-c3ccccc3)CC2)cc1F
    8, -2

Continuation:
Sequence of screens: TAG inh, TAG inh DAPI viability
- Cc1cc(C)c2nc(C(F)(F)F)nc(NCCCN3CCCC3=O)c2c1
    -26, 8
- COc1ccccc1N1CCN(C(=O)C2CCN(C(=O)c3ccccc3C)CC2)CC1
    -7, -1
- COc1cccc(-c2nnc(SC(C(=O)c3c[nH]c4ccccc34)c3ccccc3)n2C)c1 (stereo not drawn)
    6, -4
- COc1ccc(NC(=O)CN(C)C(=O)Cc2ccc(S(=O)(=O)N3CCOCC3)s2)cc1
    8, -1
- NNC(=O)c1ccc(N2CCCCCC2)c([N+](=O)[O-])c1
    -3, 8
- Cc1ccc(NC(=O)NC2OC(=O)c3ccccc32)cc1 (stereo not drawn)
    -13, -3
- Cc1ccc(C)c(S(=O)(=O)N2CCN(C(=O)c3cc(S(=O)(=O)NCc4ccccc4)ccc3C)CC2)c1
    6, -10
- Cc1ccc(C(=O)Nc2ccc(S(=O)(=O)NC3=NCCCCC3)cc2)cc1S(=O)(=O)N1CCOCC1
    -5, 1
- O=C1C(c2ccccc2)SC(=Nc2ccccc2)N1S(=O)(=O)c1ccccc1 (stereo not drawn)
    -9, 2
- COC(=O)c1c(NC(=O)CC2SC(N)=NC2=O)sc(C)c1C (stereo not drawn)
    1, 6
- CC(C)CC(=O)N1CCN(S(=O)(=O)c2ccc(Cl)cc2)CC1
    -13, 7
- CCN(CC)C(=O)CN1C(=O)NC2(CCc3ccccc3C2)C1=O (stereo not drawn)
    1, 1

The list is partial; the hit share may differ from the screen's.
